UBC13 polyUb – UBC13 polyubiquitin chain formation inhibitors, primary screen, biochemical, TR-FRET, uHTS. 0.47% of 330,000 active. inhibition, % at 20 µM. Ubiquitin-conjugating enzyme E2 N (Homo sapiens), P61088; in the data active = inhibition above about 45%, passing the limit was not always enough
Target sequence (P61088 whole entry, looked up): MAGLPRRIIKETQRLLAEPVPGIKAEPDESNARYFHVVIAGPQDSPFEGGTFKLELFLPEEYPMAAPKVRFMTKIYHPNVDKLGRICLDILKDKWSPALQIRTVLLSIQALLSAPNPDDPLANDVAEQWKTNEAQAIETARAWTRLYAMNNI
APJ antagonist – antagonists of human apelin receptor APJ, primary screen, CHO-K1 cells, beta-arrestin complementation, luminescence; P35414; inhibition, % at 20 µM; 0.32% of 330,000 active; AID 2521, 2010;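 active = inhibition above about 40% at 20 µM, limit read from the data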;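 note: cells challenged with 10 nM apelin-13 agonist together with compound; plate controls were apelin-13 plus DMSO wells for no effect and DMSO wells lacking apelin-13 for full effect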
Target sequence (P35414 whole entry, looked up): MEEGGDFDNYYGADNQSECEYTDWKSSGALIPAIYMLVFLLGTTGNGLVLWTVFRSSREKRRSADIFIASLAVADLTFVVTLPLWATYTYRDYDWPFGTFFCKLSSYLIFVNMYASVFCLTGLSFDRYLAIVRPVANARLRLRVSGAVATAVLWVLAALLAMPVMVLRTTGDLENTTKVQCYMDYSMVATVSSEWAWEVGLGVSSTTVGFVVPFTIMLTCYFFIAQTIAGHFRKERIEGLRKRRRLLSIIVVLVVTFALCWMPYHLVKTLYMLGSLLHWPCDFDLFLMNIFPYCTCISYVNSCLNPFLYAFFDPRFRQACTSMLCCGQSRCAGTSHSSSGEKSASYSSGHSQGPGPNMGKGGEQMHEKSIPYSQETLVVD
ATG4B inh – ATG4B protease inhibitors, primary screen, biochemical, fluorescence, uHTS | inhibition, % at 8.33 µM | AID 504462, 2011 | Cysteine protease ATG4B (Homo sapiens), Q9Y4P1 | ATG4B cleavage of LC3-PLA2, NBD-HPC fluorescence, 1 h | 0.51% of 340,000 active; in the data active = inhibition above about 40%
EBI2 block – EBI2 receptor antagonists, beta-arrestin recruitment, primary screen, cell-based, luminescence, 7a,25-OHC stimulation, uHTS | G-protein coupled receptor 183 (Homo sapiens), P32249 | 7a,25-OHC stimulated | inhibition, % at 5 µM | 0.81% of 360,000 active | AID 651636, 2012; in the data active = inhibition above about 38%;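 note: enzyme fragment complementation signal reports receptor beta-arrestin coupling in cells; 0% = agonist plus DMSO wells and 100% = wells without agonist; some results beyond the cut were filed as inactive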
Target sequence (P32249 whole entry, looked up, the tested form may be a part): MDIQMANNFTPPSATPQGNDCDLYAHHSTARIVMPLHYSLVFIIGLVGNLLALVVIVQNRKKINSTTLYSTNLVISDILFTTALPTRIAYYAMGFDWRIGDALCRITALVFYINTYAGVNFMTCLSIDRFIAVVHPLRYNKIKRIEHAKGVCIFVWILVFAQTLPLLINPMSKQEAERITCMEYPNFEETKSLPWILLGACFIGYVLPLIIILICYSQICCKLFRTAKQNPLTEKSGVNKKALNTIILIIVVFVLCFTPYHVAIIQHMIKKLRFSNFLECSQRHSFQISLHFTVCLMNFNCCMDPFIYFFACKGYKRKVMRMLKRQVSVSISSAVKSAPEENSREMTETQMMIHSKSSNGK
CCR6 antag – CCR6 receptor antagonists, primary screen, cell-based, CHO-K1, luminescence, beta-arrestin, uHTS. C-C chemokine receptor type 6 (Homo sapiens), P51684. CHO-K1 CCR6 PathHunter beta-arrestin, CCL20-stimulated. inhibition, % at 20 µM. 0.49% of 340,000 active. AID 493098, 2011;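 active = compounds whose inhibition of the agonist-driven luminescence signal at 20 µM reaches about 50%, limit read from the data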;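 note: cells stimulated with CCL20 at 14 nM final; plate controls were DMSO with CCL20 for no effect and DMSO without agonist for full effect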
APJ agonist – agonists of human apelin receptor APJ, primary screen, CHO-K1 cells, PathHunter beta-arrestin, luminescence; 0% DMSO wells, 100% apelin; activation, % at 20 µM; 0.11% of 330,000 active; AID 2520, 2010;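 active = activation more than six SD over the plate average, tested at 20 µM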;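 note: 0% = DMSO alone and 100% = apelin-13 at 10 nM; some results filed as inactive read as strong as hits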
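Assay system: engineered CHO-K1 APJ arrestin reporter cells; Amount: 1000 CHO-K1 reporter cells seeded per well; Dosing: one dose, 20 µM compound, 1% DMSO; Times: compound stimulation 90 min at 25 °C, detection 60 min; Measured by: luminescent beta-gal fragment complementation, chemiluminescent substrate; Read-out: APJ–arrestin association signal; Controls: DMSO vs Apelin-13 10 nM.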
Gli-Sufu block – Gli-Sufu pathway antagonists, primary screen, luciferase luminescence, Sufu-KO-LIGHT cells, uHTS; 0.74% of 340,000 active; inhibition, % at 5 µM; Sufu-KO-LIGHT fibroblasts, Gli luciferase reporter luminescence; AID 588413, 2011;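 active = inhibition above about 55%, limit read from the data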;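 note: 0% = DMSO-treated cells and 100% = wells with medium but no cells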
CXCR6 block – CXCR6 receptor inhibitors, primary screen, cell-based, beta-arrestin, luminescence, CHO-K1 PathHunter, 1536-well; C-X-C chemokine receptor type 6 (Homo sapiens), O00574; inhibition, % at 20 µM; 0.36% of 360,000 active; AID 602244, 2012; in the data active = inhibition above about 34%, passing the limit was not always enough;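 note: antagonist mode with CXCL16 agonist at 10 nM final; 0% = 10 nM CXCL16 with DMSO and 100% = unstimulated wells without agonist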
Starred values were filed as active, the others as inactive.

SMILES	UBC13 polyUb	APJ antagonist	ATG4B inh	EBI2 block	CCR6 antag	APJ agonist	Gli-Sufu block	CXCR6 block
Cn1c(=O)c2cn(-c3ccccc3)cc2n(C)c1=O	0	-18	5	-1	-6	4	-10	-7
CCOc1ccc(CCNC(=O)Cn2c(-c3nonc3N)nc3ccccc32)cc1OCC	0	6	-22	0	16	1	12	0
C/C(=N\NC(=S)NC1CCCCC1)c1cccc(Br)c1	-2	-7	-8	-3	9	-3	-6	0
Cc1ccc(C(=O)CSc2nc3cc(S(=O)(=O)N4CCOCC4)ccc3o2)cc1	-5	10	-5	3	8	-1	5	-1
Cc1ccc(NC(=S)N/N=C/c2cccn2Cc2ccccc2F)cc1	-13	7	-7	-6	27	-5	-2	15
COCCn1c(SCCCc2ccccc2)nc2c1c(=O)[nH]c(=O)n2C	-7	2	-15	-7	10	-1	8	-6
Cc1ccccc1-c1nc(CN2CCN(C(=O)c3ccco3)CC2)c(C)o1	-2	1	-9	-2	2	4	2	-2
O=C(Nc1ccc(F)cc1F)c1csc(-c2cccs2)n1	5	-15	-3	-8	10	-1	-10	-4
O=C(c1cccs1)N1CCN(Cc2ccncc2)CC1	0	15	-3	-6	-1	-4	-2	3
O=C(NCc1ccc2c(c1)OCO2)C(=O)NC1CCCCC1	-4	4	2	-4	10	-1	-14	0
Cc1cc(C)c(C)c(S(=O)(=O)Nc2cccnc2)c1C	-7	10	1	-2	3	2	1	-9
COc1ccccc1NC(=O)CC1Nc2ccccc2NC1=O (centres undefined)	2	12	-17	-2	-6	-1	3	-6
O=C(C/C=N\OCc1ccc([N+](=O)[O-])cc1)Nc1ccccc1	0	-9	5	-5	-3	0	2	-1
CCC(c1nnc(SCC(=O)Nc2cccnc2Cl)n1-c1ccccc1)N(C)C (centres undefined)	-8	-7	-11	-9	-8	-3	-2	7
COc1cc(Cl)ccc1OCc1cc(C(=O)NCCCN2CCCC2=O)no1	-5	-5	-6	-5	19	-5	-23	-5
COc1cccc(OC)c1C(=O)Nc1cc(C)on1	3	-4	2	-3	5	-3	-10	2
CCc1ccc2nc(SCC(=O)NCC3CCCO3)c(C#N)cc2c1 (centres undefined)	4	11	1	1	-10	-1	-6	-2
COc1ccccc1CC(=O)c1ccc(OCc2ccccc2)cc1	0	7	12	1	15	4	-19	0
COc1ccc(Oc2nc(-c3cccnc3)nc3ccccc23)cc1	6	3	4	7	8	-4	-9	10
COc1cc(C2Nc3ccc4ncccc4c3C3=C2C(=O)CCC3)cc(OC)c1O (centres undefined)	-27	-28	-9	4	-23	9	-16	1
CC(C)(C)NC(=O)C(=O)NNC(=O)COc1ccc(Br)cc1	9	-23	-7	21	-27	0	0	3
Cc1c2c(nc3c(C(=O)NC4CCCC4)cnn13)CCCC2	5	10	-3	-10	5	-1	-3	13
CCCCCc1nnc(NC(=O)c2ccc3nc[nH]c3c2)s1	-5	2	-1	9	13	3	-3	3
O=c1cc(-c2ccccc2)[nH]n2cnnc12	5	-4	5	-6	12	-4	-8	-7
COc1ccc(C2(c3ccc(OC)cc3)NC(=O)N(CC(=O)NC3CCCC3)C2=O)cc1	8	-1	-4	-2	6	-5	-11	7

Ordered by molar mass (lowest first): part of the list above.
SMILES	UBC13 polyUb	APJ antagonist	ATG4B inh	EBI2 block	CCR6 antag	APJ agonist	Gli-Sufu block	CXCR6 block
COc1cccc(OC)c1C(=O)Nc1cc(C)on1	3	-4	2	-3	5	-3	-10	2
CCc1ccc2nc(SCC(=O)NCC3CCCO3)c(C#N)cc2c1 (centres undefined)	4	11	1	1	-10	-1	-6	-2
CCOc1ccc(CCNC(=O)Cn2c(-c3nonc3N)nc3ccccc32)cc1OCC	0	6	-22	0	16	1	12	0

Remaining list, next part.
SMILES	UBC13 polyUb	APJ antagonist	ATG4B inh	EBI2 block	CCR6 antag	APJ agonist	Gli-Sufu block	CXCR6 block
O=C(c1ccccc1)c1ccc(C(=O)N2CCN(c3ccccc3)CC2)cc1	4	14	7	5	24	-4	1	-8
CCCOC(=O)CSC1=C(C#N)C(c2ccccc2OCC)C(C#N)C(=O)N1 (centres undefined)	8	5	-3	-15	-3	-2	-1	6
Cc1c(C(=O)NCCCN2CCCC2=O)oc2ccccc12	7	-6	-5	-7	-1	-3	-15	1
Cc1csc(NC(=O)C2CSC3(C)CCC(=O)N23)n1 (centres undefined)	1	-43	5	-5	14	4	-6	1
CCOC(=O)c1oc2cc(O)c(CC)cc2c(=O)c1-c1cscn1	-13	7	-6	-1	9	-2	-6	4
Cc1cccc(NS(=O)(=O)c2ccc(-c3cnc(C4CC4)o3)cc2)c1C	5	-3	-6	-19	6	-5	44	6
COc1ccc(-n2cc3ccc([N+](=O)[O-])cc3n2)cc1	-4	-6	5	-15	0	0	-129	-14
CCOC(=O)c1cc(-c2ccc(OC)cc2)nn1-c1ccc(C(=O)O)cc1	-3	11	-5	-5	-7	1	-22	1
Cc1ccccc1OCC(=O)OCC(=O)N1CCc2ccccc21	-3	16	6	-10	12	-5	-24	-2
COc1ccc(S(=O)(=O)N2CCOCC2)cc1NC(=O)c1ccc(=O)[nH]c1	4	1	-4	3	16	-4	-1	5
CCN(CC)c1ccc(CNC23CN4CN(CN(C4)C2)C3)cc1	4	-13	-10	-3	-1	1	7	2
CC(C#CCN1CCCCC1)OCCOCc1ccccc1 (centres undefined)	11	-10	-11	-11	3	-4	1	11
CCOC(=O)Nc1ccc(C(=O)c2ccncc2)cc1	-7	1	2	-3	9	-1	-5	-2
O=C(Nc1cccc(C(F)(F)F)c1)OCc1ccncc1	-3	-5	-3	1	8	-1	-7	-6
O=C(NCc1ccccc1)c1nc[nH]c1C(=O)N1CCc2ccccc2C1	-2	3	-10	-4	22	-4	-3	6
COc1ccc(N2C(=O)CC(N(CCc3ccccc3)C(=O)/C=C/C(=O)O)C2=O)cc1 (centres undefined)	-3	12	-2	-5	-2	-2	-2	6
Cc1cccnc1NC(=O)CNC(=O)COc1ccccc1	2	10	0	-4	0	-6	-5	-4
Cc1cc(C)cc(OC(=O)CN2C(=O)c3ccccc3C2=O)c1	0	3	10	-8	10	-2	19	0
Cc1nn(C)c(C)c1/C=C/C(=O)c1ccccc1	9	-4	10	-11	1	-2	-1	1
COc1ccc(C(=O)N[C@H](C(=O)Nc2ccc(S(=O)(=O)N3CCOCC3)cc2)C(C)C)cc1	-10	-20	-2	-1	-6	0	2	-2
Cc1ccc(-n2ncc3c2CCCC3NC(=O)CCc2c(C)noc2C)cc1C (centres undefined)	-4	9	5	4	2	-4	17	6
Cc1ccc(C(=O)Nc2ccccc2Sc2ccccc2)cc1	11	12	-3	-3	-12	3	-2	7
CCCN(C(=O)COC(=O)CSc1ccc(C(N)=O)cc1[N+](=O)[O-])C1CCS(=O)(=O)C1 (centres undefined)	-7	17	0	-3	7	-4	-17	2
Cc1cc(NC(=O)c2ccccc2C)n(-c2cccc(F)c2)n1	4	7	6	0	-1	-1	3	6
CCOC(=O)C1CCN(C(=O)c2cccc(S(=O)(=O)NCc3ccccc3)c2)CC1	2	14	-7	-7	5	-2	18	-4

Some entries already given, reduced to EBI2 block:
molecule	EBI2 block
Cn1c(=O)c2cn(-c3ccccc3)cc2n(C)c1=O	-1
CCOc1ccc(CCNC(=O)Cn2c(-c3nonc3N)nc3ccccc32)cc1OCC	0

The listing picks up; the 6 compounds before the break are reprinted first.
SMILES	UBC13 polyUb	APJ antagonist	ATG4B inh	EBI2 block	CCR6 antag	APJ agonist	Gli-Sufu block	CXCR6 block
COc1ccc(C(=O)N[C@H](C(=O)Nc2ccc(S(=O)(=O)N3CCOCC3)cc2)C(C)C)cc1	-10	-20	-2	-1	-6	0	2	-2
Cc1ccc(-n2ncc3c2CCCC3NC(=O)CCc2c(C)noc2C)cc1C (centres undefined)	-4	9	5	4	2	-4	17	6
Cc1ccc(C(=O)Nc2ccccc2Sc2ccccc2)cc1	11	12	-3	-3	-12	3	-2	7
CCCN(C(=O)COC(=O)CSc1ccc(C(N)=O)cc1[N+](=O)[O-])C1CCS(=O)(=O)C1 (centres undefined)	-7	17	0	-3	7	-4	-17	2
Cc1cc(NC(=O)c2ccccc2C)n(-c2cccc(F)c2)n1	4	7	6	0	-1	-1	3	6
CCOC(=O)C1CCN(C(=O)c2cccc(S(=O)(=O)NCc3ccccc3)c2)CC1	2	14	-7	-7	5	-2	18	-4
CC(=O)[C@@]1(O)CC[C@H]2[C@@H]3CCC4=CC(=O)CC[C@]4(C)[C@H]3[C@@H](O)C[C@@]21C	0	6	-4	-12	1	6	5	-3
O=C(c1ccc(F)cc1)N1CCN(C2CC3CCC2C3)CC1 (centres undefined)	-2	3	18	18	13	-2	12	0
COc1ccc(-c2nnc(SCC(=O)N/N=C/c3ccccc3C(=O)O)n2-c2ccc(Cl)cc2)cc1	-11	7	-5	1	1	-2	11	5
COc1ccc(C2NC(=O)NC(O)(C(F)(F)F)C2C(=O)c2ccccc2)cc1OC (centres undefined)	4	8	10	-24	-7	2	1	-6
CNC(=S)N1CCc2cc(OC)c(OC)cc2C1COc1ccc(OC)cc1 (centres undefined)	11	9	-20	1	-5	-2	2	0
CCCCCN(C(=O)CCC(=O)OCc1ccc(Cl)cc1Cl)c1c(N)n(CCCC)c(=O)[nH]c1=O	-18	-2	-2	0	11	-4	6	14
O=C(NNC(=S)NC(=O)c1ccc(F)cc1)c1cccnc1	-9	18	-7	8	7	-4	-2	4
COc1ccccc1CN1C(=O)c2cccc3cccc(c23)C1=O	-7	4	-11	6	1	-3	-4	-2
CCN1CCc2nc(NC(=O)c3ccc4c(c3)OCCO4)sc2C1	-8	-15	-11	-4	-6	-4	-50	6
COc1cc(/C=C/C(=O)OCC(=O)NC(=O)NC23CC4CC(CC(C4)C2)C3)ccc1OCC#N	-7	-11	-14	27	8	-1	1	14
CC(C(=O)N1CCN(C(=O)c2ccco2)CC1)N1C(=O)NC2(CCCCC2C)C1=O (centres undefined)	-23	11	7	-5	2	-2	4	-8
Cc1ccc(C(=O)N/N=C/c2cc(C)n(-c3ccc(Br)cc3)c2C)cc1[N+](=O)[O-]	-8	-3	3	12	14	-4	-11	8
NC(=O)c1cnccn1	-3	5	2	-3	0	5	-16	-2

Source: PubChem BioAssay (Sanford-Burnham Center for Chemical Genomics)
